hIAP act – human IAP activators, primary screen, biochemical, luminescence, uHTS; 330,000 tested, 0.16% active; AID 2524, 2010; activation factor at 10 µM; purified human IAP, CDP-Star luminescence, 30 min; hits give high values; 1 = vehicle-only enzyme, 0 = enzyme-free background;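 active means activation factor of the enzyme at least 2-fold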; further: the source names both 10 and 20 µM as test concentration; values of inactives mirror those of a sister screen read the other way
Target sequence (P09923 whole entry, looked up): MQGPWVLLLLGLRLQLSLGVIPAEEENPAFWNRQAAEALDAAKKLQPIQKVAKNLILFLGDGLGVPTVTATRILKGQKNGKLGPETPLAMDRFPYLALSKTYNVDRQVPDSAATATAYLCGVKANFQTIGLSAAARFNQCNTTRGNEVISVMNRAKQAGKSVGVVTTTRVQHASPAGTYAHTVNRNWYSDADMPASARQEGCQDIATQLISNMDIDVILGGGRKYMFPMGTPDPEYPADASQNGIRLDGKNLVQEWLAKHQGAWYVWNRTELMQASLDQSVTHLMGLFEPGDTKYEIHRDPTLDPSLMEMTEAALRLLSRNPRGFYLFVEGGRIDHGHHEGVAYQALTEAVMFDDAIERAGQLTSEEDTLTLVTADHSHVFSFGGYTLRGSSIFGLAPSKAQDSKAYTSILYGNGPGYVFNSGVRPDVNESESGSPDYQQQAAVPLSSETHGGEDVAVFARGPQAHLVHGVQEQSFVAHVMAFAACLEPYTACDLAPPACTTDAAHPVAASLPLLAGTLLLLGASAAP
beta cell repl – inducers of MIN6 beta-cell proliferation, primary screen, ATP luminescence, uHTS; MIN6 cells proliferation, ATPlite luminescence, 48 h; cells starved in 0.2% serum; 100% = growth in 10% serum; 330,000 tested, 0.29% active; proliferation, % at 10 µM;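 active means compounds whose signal lies at least 3.5 SD above the mean of all wells on their plate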;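 further: 0% = DMSO-treated cells in low-serum medium and 100% = 10% serum control; some compounds called inactive have numbers as strong as hits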
mIAP inh – inhibitors of mouse IAP, primary screen, biochemical, luminescence, uHTS | intestinal alkaline phosphatase [Mus musculus] | purified mouse IAP, CDP-Star luminescence, 30 min | inhibition, % at 10 µM | 330,000 tested, 0.2% active | AID 2806, 2010;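 active means inhibition of at least 40% at 10 µM in the primary screen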;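 further: plate controls were DMSO with enzyme for no effect and no enzyme wells for full effect; values of inactives mirror those of a sister screen read the other way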
MPTP block – mitochondrial permeability transition pore inhibitors, primary screen, biochemical, isolated mouse mitochondria, absorbance; Ca2+ swelling absorbance, 30 min; 360,000 tested, 1.4% active; AID 602449, 2012; inhibition, % at 10 µM;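 active means inhibition of 50% or more, scaled per plate between neutral and stimulator controls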;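 further: 0% = DMSO wells given calcium and 100% = 1 mM EGTA wells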
A3G deaminase – APOBEC3G DNA deaminase inhibitors, primary screen, biochemical, fluorescence, single-stranded DNA substrate, uHTS | DNA dC->dU-editing enzyme APOBEC-3G (Homo sapiens), Q9HC16 | recombinant A3G, ssDNA deamination FAM/TAMRA fluorescence | inhibition, % at 20 µM | 330,000 tested, 0.28% active | AID 493012, 2011;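 active means inhibition of at least 40% at 20 µM, with no more than 30% in the related APOBEC3A deaminase screen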;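 further: plate controls were DMSO wells with A3G for no effect and wells lacking A3G enzyme for full effect; some compounds called inactive have numbers as strong as hits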
hIAP inh – human IAP inhibitors, primary screen, biochemical, luminescence, uHTS; purified IAP, CDP-Star luminescence, 30 min; 330,000 tested, 0.12% active; inhibition, % at 10 µM; Intestinal-type alkaline phosphatase (Homo sapiens), P09923;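 active means inhibition reaching a set limit with compound at 10 µM in the primary screen, cut at about 35% in these data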;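 further: plate controls were DMSO wells with enzyme for no effect and no-enzyme buffer wells for full effect; values of inactives mirror those of a sister screen read the other way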
A3A deaminase – APOBEC3A ssDNA deaminase inhibitors, primary screen, selectivity assay for APOBEC3G inhibitor project, biochemical, FAM/TAMRA oligo cleavage fluorescence; recombinant A3A, FAM/TAMRA ssDNA deamination fluorescence; inhibition, % at 20 µM; 330,000 tested, 0.41% active; AID 493011, 2011;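 active means at least 40% inhibition at 20 µM here, with at most 30% in a related deaminase screen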;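 further: plate controls were A3A with DMSO for no effect and wells lacking A3A enzyme for full effect; some results filed as inactive read as strong as hits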
Target sequence (P31941 whole entry, looked up): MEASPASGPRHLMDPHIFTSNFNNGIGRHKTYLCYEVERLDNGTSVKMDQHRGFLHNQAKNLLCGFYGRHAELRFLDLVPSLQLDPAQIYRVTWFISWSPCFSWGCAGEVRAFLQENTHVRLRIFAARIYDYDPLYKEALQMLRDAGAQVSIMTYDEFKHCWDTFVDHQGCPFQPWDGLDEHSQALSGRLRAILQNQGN
ATG4B inhibitor – ATG4B protease inhibitors, primary screen, biochemical, fluorescence, uHTS. ATG4B cleavage of LC3-PLA2, NBD-HPC fluorescence, 1 h. inhibition, % at 8.33 µM. 340,000 tested, 0.51% active. AID 504462, 2011; in the data active means inhibition above about 40%
Target sequence (Q9Y4P1 whole entry, looked up): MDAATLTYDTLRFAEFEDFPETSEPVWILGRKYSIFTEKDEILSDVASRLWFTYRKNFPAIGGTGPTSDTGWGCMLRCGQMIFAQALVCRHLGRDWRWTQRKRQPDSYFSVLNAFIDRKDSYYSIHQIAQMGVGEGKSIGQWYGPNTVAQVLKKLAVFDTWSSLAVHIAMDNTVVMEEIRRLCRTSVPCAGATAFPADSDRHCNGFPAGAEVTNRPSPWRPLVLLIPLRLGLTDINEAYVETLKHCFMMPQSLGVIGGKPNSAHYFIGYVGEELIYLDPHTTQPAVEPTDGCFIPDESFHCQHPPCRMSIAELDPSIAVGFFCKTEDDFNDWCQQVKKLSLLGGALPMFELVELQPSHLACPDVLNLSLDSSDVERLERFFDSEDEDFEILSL
mIAP act – activators of mouse IAP, primary screen, biochemical, luminescence, uHTS | intestinal alkaline phosphatase [Mus musculus] | muIAP, CDP-Star luminescence, 30 min; hits give high values; 1 = vehicle-only enzyme signal, 0 = enzyme-free wells | activation factor at 10 µM | 330,000 tested, 0.24% active | AID 2805, 2010;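 active means activation factor of at least 2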; further: the source names both 10 and 20 µM as test concentration; values of inactives mirror those of a sister screen read the other way
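Assay system: mouse IAP enzyme / Compound: DMSO-dissolved test compounds / Timing: 30 min, room temperature / Measured by: luminescence from enzymatic CDP-Star hydrolysis / Control set: DMSO-only wells, enzyme-free buffer wells as negative control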
* = called active by the depositor; / = not tested or not shown.

1. O=C(O)CCCC(=O)N1CCN(c2ncccn2)CC1
2. Cc1ccc(S(=O)(=O)Nc2ccc3c(c2)n(C)c(=O)n3C)c(C)c1
3. CCCN(CC(=O)Nc1ccccc1OC)C(=O)c1cccc(S(=O)(=O)Nc2ccc(OC)cc2)c1
4. CCOCCCNC(=O)Cn1cnc2sc(C)c(S(=O)(=O)N3CCN(c4ncccn4)CC3)c2c1=O
5. CCN(CC)C(=O)[C@H]1CC(CC(=O)NCCCn2ccnc2)C(=O)N2CCc3c([nH]c4ccc(OC)cc34)[C@]12C (stereo partly drawn)
6. S=C(NCc1ccccc1)N1CCc2ccccc2C1

assay / compound	1	2	3	4	5	6
hIAP act	0.86	0.95	1.1	1.1	/	1
beta cell repl	-1	-1	0	-3	/	-3
mIAP inh	2	1	7	-1	-14	6
MPTP block	1.2	-2.4	3.8	2.1	0.2	-1.9
A3G deaminase	-11	1	-7	-8	-2	1
hIAP inh	14	5	-10	-9	/	0
A3A deaminase	-4	2	-2	-3	1	-1
ATG4B inhibitor	-3	3	-7	6	/	4
mIAP act	0.98	0.99	0.93	1	1.1	0.94

7. C=CCn1c(SCC(N)=O)nnc1-c1cc(Br)ccc1O
8. CC1CCc2c(sc3ncn(CC(=O)N=Nc4c(O)[nH]c5ccccc45)c(=O)c23)C1 (stereo not drawn)
9. COc1cc(NS(=O)(=O)c2ccc(N/C=C\C(=O)c3ccc(C)cc3)cc2)nc(OC)n1
10. CCN(CC(=O)N1CCOCC1)S(=O)(=O)c1cc(Cl)ccc1Cl
11. Cc1cc(C(=O)Nc2ccccc2Cl)c2ccccc2n1
12. CCn1c(SCC(=O)Nc2ccccc2)nnc1-c1cccs1

assay / compound	7	8	9	10	11	12
hIAP act	1.1	1.4	1.1	1.1	0.62	0.89
beta cell repl	-2	-6	-2	2	-1	1
mIAP inh	0	10	7	-3	-3	-7
MPTP block	-0.9	37	0.9	-0.3	2.2	1.0
A3G deaminase	-12	-6	-7	0	-1	-2
hIAP inh	-14	-36	-10	-11	38*	11
A3A deaminase	-3	0	-3	4	0	2
ATG4B inhibitor	-4	-6	-5	-4	-6	2
mIAP act	1	0.9	0.93	1	1	1.1

13. COc1ccc(NC(=O)c2ccc3c(c2)OCCO3)cc1OC
14. Cc1ccc(S(=O)(=O)N2CCC(C(=O)NCCN3CCOCC3)CC2)cc1C
15. COc1ccc(CN2C(=O)[C@@H]3Cc4c([nH]c5ccccc45)C(C)(C)N3C2=O)cc1
16. NC(=O)NC(c1ccccc1)c1cccc2ccccc12 (stereo not drawn)
17. C/C=C/c1ccc(OCC(=O)Nc2ccncc2)c(OC)c1
18. COc1ccc(C)cc1NC(=O)c1ccc2c(c1)C(=O)N(Cc1ccncc1)C2=O

assay / compound	13	14	15	16	17	18
hIAP act	1	0.92	1.1	0.91	0.99	0.87
beta cell repl	-5	5	-5	-1	-3	-2
mIAP inh	2	2	-18	-11	-4	-6
MPTP block	-1.0	-2.0	-0.6	1.5	7.0	1.0
A3G deaminase	-13	-5	-12	-8	-4	-8
hIAP inh	-1	8	-8	10	1	13
A3A deaminase	-6	-2	-5	-4	-3	0
ATG4B inhibitor	-3	-6	-10	12	-9	-50
mIAP act	0.98	0.98	1.2	1.1	1	1.1

Nos. 16–17, reprinted for reference:
16. NC(=O)NC(c1ccccc1)c1cccc2ccccc12 (stereo not drawn)
17. C/C=C/c1ccc(OCC(=O)Nc2ccncc2)c(OC)c1

assay / compound	16	17
hIAP act	0.91	0.99
beta cell repl	-1	-3
mIAP inh	-11	-4
MPTP block	1.5	7.0
A3G deaminase	-8	-4
hIAP inh	10	1
A3A deaminase	-4	-3
ATG4B inhibitor	12	-9
mIAP act	1.1	1

Structures above containing an NH in an aromatic ring, in the order listed:
5. CCN(CC)C(=O)[C@H]1CC(CC(=O)NCCCn2ccnc2)C(=O)N2CCc3c([nH]c4ccc(OC)cc34)[C@]12C (stereo partly drawn)
8. CC1CCc2c(sc3ncn(CC(=O)N=Nc4c(O)[nH]c5ccccc45)c(=O)c23)C1 (stereo not drawn)
15. COc1ccc(CN2C(=O)[C@@H]3Cc4c([nH]c5ccccc45)C(C)(C)N3C2=O)cc1

assay / compound	5	8	15
hIAP act	/	1.4	1.1
beta cell repl	/	-6	-5
mIAP inh	-14	10	-18
MPTP block	0.2	37	-0.6
A3G deaminase	-2	-6	-12
hIAP inh	/	-36	-8
A3A deaminase	1	0	-5
ATG4B inhibitor	/	-6	-10
mIAP act	1.1	0.9	1.2

Remaining list, next part:
19. OC[C@H]1OC(Nc2ccc(N=Nc3ccccc3)cc2)[C@@H](O)[C@@H](O)[C@@H]1O (stereo partly drawn)
20. Clc1ccc(-c2nnc3n2CCCS3)cc1
21. COc1ccc(OC)c(CCNC(=O)Cc2ccc(NC3=NC4CS(=O)(=O)CC4S3)cc2)c1 (stereo not drawn)
22. O=C(Nc1cccc(F)c1)C1CCCN(c2cnccn2)C1 (stereo not drawn)
23. O=Cc1coc2c(ccc3ccccc32)c1=O
24. CN(CCO)CCOCCOc1cccc2ccccc12

assay / compound	19	20	21	22	23	24
hIAP act	0.94	0.99	0.94	0.99	1.1	1
beta cell repl	-3	1	2	5	-6	-4
mIAP inh	11	-2	8	4	0	-6
MPTP block	3.5	-0.5	-0.2	-1.5	/	0.0
A3G deaminase	-2	1	0	-7	-9	-3
hIAP inh	6	1	6	1	-10	-5
A3A deaminase	2	3	-1	-7	-11	1
ATG4B inhibitor	-1	-11	-10	-5	/	-2
mIAP act	0.89	1	0.92	0.96	1	1.1

25. C(=C\c1ccco1)/c1nc2ccccc2[nH]1
26. O=C1CN2CCC1C/C2=C\c1ccnc2c(Cl)cccc12 (stereo not drawn)
27. Cc1cc(C)c(C#N)c(SCC(O)COc2ccc(Br)cc2)n1 (stereo not drawn)
28. O=[N+]([O-])c1cc(F)c(N2CCOCC2)cc1N1CCCCC1
29. NC(CSCc1cccc(Br)c1)C(=O)O (stereo not drawn)
30. Nc1nc(NCCO)nc(NCC2CCCO2)c1[N+](=O)[O-] (stereo not drawn)

assay / compound	25	26	27	28	29	30
hIAP act	1.1	1	0.94	0.95	1.1	0.96
beta cell repl	-4	1	-3	-1	-1	0
mIAP inh	15	5	0	11	7	0
MPTP block	2.3	0.1	0.5	1.3	-5.9	-0.8
A3G deaminase	23	22	-9	-2	-5	-2
hIAP inh	-5	-4	6	5	-8	4
A3A deaminase	18	2	-2	3	-3	6
ATG4B inhibitor	-12	1	3	-6	8	-4
mIAP act	0.85	0.95	1	0.89	0.93	1

31. CCOC(=O)NC(Nc1ccc(S(N)(=O)=O)cc1)(C(=O)OCC)C(F)(F)F (stereo not drawn)
32. Nc1[nH]ncc1S(=O)(=O)c1ccccc1
33. O=C(c1ccc(S(=O)(=O)Nc2ccccc2)cc1)N1CCC1
34. Clc1ccc2nc(-c3ccccc3)c(CN3CCOCC3)n2c1
35. O=C(COc1ccc(Cl)cc1Cl)N/N=C/c1ccc(OC2OC(CO)C(O)C(O)C2O)cc1 (stereo not drawn)
36. O=C(CSc1ccccc1C(=O)N1CCCCC1)NCC1CCCCC1

assay / compound	31	32	33	34	35	36
hIAP act	1.1	0.88	0.96	0.94	1.1	1.1
beta cell repl	1	0	5	1	0	0
mIAP inh	-5	6	4	1	2	5
MPTP block	1.7	-2.0	-0.8	-0.6	-0.2	-0.8
A3G deaminase	-5	-9	-11	-1	-2	-7
hIAP inh	-10	12	4	6	-10	-12
A3A deaminase	-2	-2	0	4	5	-3
ATG4B inhibitor	-2	1	2	19	-7	-2
mIAP act	1.1	0.94	0.96	0.99	0.98	0.95

37. CCN(CC)C(=S)SCC(=O)Nc1nc(=O)c2ccccc2s1
38. COC(=O)Cn1ncn2cccc2c1=O
39. COc1ccccc1-c1noc(CCC(=O)Nc2ccccc2Cl)n1
40. COC(=O)Nc1ccc(S(=O)(=O)Nc2cc(C(F)(F)F)c[nH]c2=O)cc1
41. COc1ccc2c(c1)OC[C@H]1[C@H]2N2C(=O)c3cc(Cl)ccc3NC(=O)[C@@]2(C)[C@H]1c1ccccc1
42. COc1ccc(CN2C(=O)c3ccccc3C(/C=N\OCc3ccc(F)cc3)C2=O)cc1 (stereo not drawn)

assay / compound	37	38	39	40	41	42
hIAP act	1.1	0.98	0.96	1.1	0.98	1.2
beta cell repl	-4	-2	0	-1	-7	-4
mIAP inh	-9	4	2	17	1	12
MPTP block	3.3	-3.5	1.1	2.2	-0.5	-0.9
A3G deaminase	-1	6	-5	-2	-5	-6
hIAP inh	-5	2	4	-9	2	-17
A3A deaminase	0	4	-3	-3	0	0
ATG4B inhibitor	-15	-4	7	-2	-8	60*
mIAP act	1.1	0.96	0.98	0.83	0.99	0.88

43. O=S(=O)(Cc1ccccc1)N1CCCCC1
44. Nc1ccccc1CNc1nc(NCCO)nc2c1ncn2CCN1CCOCC1
45. O=C(Nc1ccc(Cl)cn1)c1ccc(-c2ccc(Cl)c(Cl)c2)o1
46. CCOC(=O)N1CCN(C(=O)c2ccc3ccccc3c2)CC1
47. COc1ccccc1NC(=O)CSc1nnc(Cn2cnc3ccccc32)o1
48. O=C(CSc1ccc(-c2cccnc2)nn1)N1CCCCCC1

assay / compound	43	44	45	46	47	48
hIAP act	1	1.1	0.75	1.4	0.97	0.99
beta cell repl	1	-4	-6	-2	1	2
mIAP inh	-3	0	5	-10	0	0
MPTP block	-3.1	-0.7	-3.6	5.0	-0.7	-1.7
A3G deaminase	-2	-4	-1	-9	-5	-3
hIAP inh	0	-6	25	-36	3	1
A3A deaminase	-2	-1	-1	-5	-3	1
ATG4B inhibitor	-16	2	12	4	5	-7
mIAP act	1	0.99	0.95	1.1	1	0.99

49. O=C(CC1SCCNC1=O)Nc1cc(Cl)cc(Cl)c1 (stereo not drawn)
50. O=C(Nc1nc2cc3c(cc2s1)OCO3)C1CC1
51. COc1ccc(OC2C(=O)N(Cc3ccc(F)cc3)C2c2ccc(OC)c(OC)c2)cc1 (stereo not drawn)
52. CSC1=NC(C(Cl)(Cl)Cl)N=C(c2ccc(C)cc2)N1 (stereo not drawn)
53. CCn1c(C)nc2cc(C(=O)N/N=C(\C)c3ccc(N4CCOCC4)cc3)ccc21
54. N/C(=N\OC(=O)c1ccco1)c1ccc(Cl)cc1
55. O=C(Cn1cc([N+](=O)[O-])cn1)NCc1ccccc1
56. CCOC(=O)N1CCC(N(CCN(C)C)C(=S)Nc2cc(Cl)ccc2C)CC1
57. COc1ccc(CC(=O)Nc2ccc(-c3nnc(-c4ccccc4)o3)cc2)cc1OC

assay / compound	49	50	51	52	53	54	55	56	57
hIAP act	1	1.2	1	0.94	1.1	1	0.9	1	0.87
beta cell repl	-2	-2	0	-2	3	2	-4	-4	1
mIAP inh	-18	-20	-2	1	-10	5	-8	-4	0
MPTP block	0.7	4.8	-0.7	-1.5	-1.8	0.3	0.2	-0.6	-1.2
A3G deaminase	-5	-3	-7	-6	1	-3	-9	-5	-3
hIAP inh	-3	-22	0	6	-15	-4	10	-1	13
A3A deaminase	-5	-4	-3	0	0	-1	1	-9	4
ATG4B inhibitor	-4	6	2	-3	-1	-2	-3	-4	-6
mIAP act	1.2	1.2	1	0.99	1.1	0.95	1.1	1	1

Screening data as filed in PubChem.

Not a hit list, and some 3.3% of all compounds hit somewhere here.
